# High-throughput results: PubChem BioAssay, School of Medicine, Boston University
# PL biosyn Enam = animal cell phospholipid biosynthesis inhibition, Enamine screen; calls only at 10 µM; AID 1347385; hit rate 0.4% among 20,000; ZR-82 CHO cells, pyrene fatty acid UV survival, CellTiter Blue; peroxisome-deficient CHO-K1 mutant line; plus DGAT-1, DGAT-2 and ACAT inhibitors;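 active = cell survival signal 2 SD away from solvent-only control wells, confirmed on one or two retests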;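 also: 3 h compound exposure then viability read about one day after UV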
# Calls only; i = inactive; + = active, no number. Some of the compounds tested; count on the stated rates, not on these rows.
SMILES,PL biosyn Enam
COC(=O)CNC(=O)COC(=O)c1ccc([N+](=O)[O-])o1,i
Brc1ccc(-n2nc(-c3ccccc3)n[n+]2-c2nnn[n-]2)cc1,i
O=C(OC1CCCCC1=O)c1ccc(Br)o1 (stereo not drawn),i
c1cc2c(cc1-c1nnc(SCc3nnc(-c4cc5c(s4)CCCC5)o3)o1)OCO2,i
c1ccc2sc(CSc3nnc(SCc4nc5ccccc5s4)s3)nc2c1,i
CC1(C)CC(/C=C/c2cccs2)=Nc2ccccc2S1,i
O=C1c2ccccc2C(=O)c2oc(-c3cc([N+](=O)[O-])cc([N+](=O)[O-])c3)nc21,i
CC(C)Cn1c(=S)[nH]c2sc3c(c2c1=O)CCC3,i
C[n+]1ccccc1,i
CC(C)Sc1n[nH]c(=S)s1,i
CCc1noc(C)c1C(=O)OCC(=O)c1cc(C)n(C2CC2)c1C,i
CC1Sc2nc(-c3ccccc3)cn2N=C1c1ccc(F)cc1 (stereo not drawn),i
NC(=O)N/N=C/c1cc2c(cc1[N+](=O)[O-])OCO2,i
CCCCn1c(=O)[nH][nH]c1=S,i
Cc1cc(C)cc(NS(=O)(=O)CC23CCC(CC2=O)C3(C)C)c1 (stereo not drawn),i
O=C1CSC2=NCN(c3ccccc3)CN12,i
O=C(NC(=S)NCCO)c1ccco1,i
O=S(=O)([N-]c1nc2ccccc2nc1-[n+]1ccc(Cc2ccccc2)cc1)c1ccc(Cl)cc1,i
Cc1cc2ncn(Cc3ccc(C(C)C)cc3)c2cc1C,i
O=C1N(c2ccc(Cl)cc2)C2CS(=O)(=O)CC2N1c1ccc([N+](=O)[O-])cc1 (stereo not drawn),i
Cc1ccc(S(=O)(=O)NCc2ccco2)s1,i
S=c1cc[nH]c(=S)n1-c1nc(-c2ccccc2)sc1-c1ccccc1,i
CCOc1ccc(N=C(Nc2ccc(OCC)cc2)SC)cc1,i
CCN(CC)S(=O)(=O)c1ccc(N2CCCC2)c(NC(=S)NCC2CCCO2)c1 (stereo not drawn),i
CCCCNC(=O)NNC(=O)C12CC3CC(CC(C3)C1)C2,i
Cn1nnnc1SCc1cn2cccnc2n1,i
Cn1nnnc1SCc1cc(=O)n2ccsc2n1,i
c1ccc(-c2ccc(C3=NN(c4ccccc4)C(c4ccccc4)C3)cc2)cc1 (stereo not drawn),i
COCCCNS(=O)(=O)c1ccc2c(c1)OCCO2,i
O=c1c2c3c(sc2nc2n1CCCCC2)CCC3,i
Cn1nc(C(=O)NNC(=O)C2COc3ccccc3O2)c2ccccc2c1=O (stereo not drawn),i
O=C(c1ccc(=O)[nH]n1)N1CCN(C(=O)C2COc3ccccc3O2)CC1 (stereo not drawn),i
CCOC(=O)c1c(C)[nH]c(N=Nc2ccc3c(c2)OCO3)c1C,+
Cc1sc2nc(CSCC(=O)C34CC5CC(CC(C5)C3)C4)[nH]c(=O)c2c1C,i
Cc1noc(C)c1S(=O)(=O)NC(C)C(=O)O (stereo not drawn),i
O=C1c2ccccc2C(=O)C1(Cl)Cl,i
Cc1cccc[n+]1CC(=O)c1cc2ccccc2oc1=O,i
Nc1nnc(C2=C(O)/C(=C/c3ccccc3)CC2)s1,i
CC(NC(=O)Cn1c(=O)/c(=C\c2cccs2)s/c1=C\C(=O)C(C)(C)C)C1CC2CCC1C2 (stereo not drawn),i
O=C(NC(Nc1ccc(Cl)cn1)C(Cl)(Cl)Cl)OCC1CCCO1 (stereo not drawn),i
Cc1cc(N2C(=O)C3CCC(C)CC3C2=O)no1 (stereo not drawn),i
COc1ccc(S(=O)(=O)N2CCNCC2)cc1,i
Cc1cc(=O)[nH]c(N/N=C/c2ccc(C(C)(C)C)cc2)n1,i
C=CCn1c(=S)[nH]c2scc(-c3ccco3)c2c1=O,i
Nc1c(C(=O)CSc2nnc(NCC3CCCO3)s2)c(=O)[nH]c(=O)n1C1CC1 (stereo not drawn),i
C/C(=N\NS(=O)(=O)c1ccc(Br)cc1)c1ccc(Cl)s1,i
O=S(=O)(c1ccc2c(c1)n(CN1CCc3ccccc3C1)c(=S)n2CN1CCc2ccccc2C1)N1CCOCC1,i
Cc1nc(Oc2ccc(Cl)cc2Cl)c2c3c(sc2n1)CCC3,i
Cn1c(=O)c2nc(N/N=C/c3ccco3)cnc2n(C)c1=O,i
O=c1c(Cl)c(N2CCN(C3CCS(=O)(=O)C3)CC2)cnn1-c1ccc(C(F)(F)F)cn1 (stereo not drawn),i
OCCCNc1ncnc2sc3c(c12)CCC3,i
Cn1cnn(CN2CCN(c3ccc(F)cc3)CC2)c1=S,i
CN(C)/N=C/c1ccc(Cl)c([N+](=O)[O-])c1,i
NS(=O)(=O)c1cc(S(=O)(=O)c2ccc(Cl)c(S(N)(=O)=O)c2)ccc1Cl,i
Cc1ccc(-c2cc3[n+]([O-])c4ccccc4n([O-])c-3c([P+](c3ccccc3)(c3ccccc3)c3ccccc3)c2=O)cc1C,i
Cn1c(P(c2ccccc2)C(C)(C)C)nc2ccccc21 (stereo not drawn),i
CC1=NN(C2CCS(=O)(=O)C2)C(=O)C1 (stereo not drawn),i
Cn1cc(S(=O)(=O)N2CCN(S(=O)(=O)c3ccc4c(c3)OCCO4)CC2)c(=O)n(C)c1=O,i
Cc1cc[n+](CC(=O)/C=C2\N(C)c3ccccc3C2(C)C)c(C)c1,i
C1=C(c2ccccc2)Nc2ncnn2C1c1cccc2ccccc12 (stereo not drawn),i
# The listing continues:
SMILES,PL biosyn Enam
CC1(C)OC(=O)C(=C2C3C4CC5C2C2C3CC4C52)C(=O)O1 (stereo not drawn),i
Cc1ccsc1C=Nc1c(F)c(F)c(F)c(F)c1F,i
CCC(C)N(C(=O)CSc1nc(N)nc(N)n1)C1CCS(=O)(=O)C1 (stereo not drawn),i
O=C(O)c1ccc([N+](=O)[O-])o1,i
O=C1OCCC1Sc1nc2cc(Cl)ccc2s1 (stereo not drawn),i
CCc1c(C)n([O-])c2c([n+]1=O)CCCCC2,i
O=[N+]([O-])c1cc(S(=O)(=O)C(F)(F)F)ccc1Cl,i
c1ccc(-n2c(Sc3ncccn3)nnc2C2COc3ccccc3O2)cc1 (stereo not drawn),i
COC(=O)C1=C(C)NC(C)=C(C(=O)OC)C1C(=O)OCc1csc(C)n1,i
O=C(CC12CC3CC(CC(Br)(C3)C1)C2)NC1CCCC1,i
O=c1cc(CN2CCN(C3CCS(=O)(=O)C3)CC2)nc2sccn12 (stereo not drawn),i
COc1cc(OC)cc(-c2nnc(SCCOc3ccc(Cl)cc3Cl)o2)c1,i
CCOC(=O)/C=C1\SCC(=O)N1CC(=O)OC,i
CCN(CC)C(=O)Cn1nc(C)c(S(=O)(=O)N(C)C)c1C,i
CC1=CC(C)=NC2N(C)C(CC3N[n+]4c(C)cc(C)nc4N3C)=NN12 (stereo not drawn),i
O=C1OC(c2ccc(C(F)(F)F)cc2)=N/C1=C\c1ccc(N2CCCC2)c([N+](=O)[O-])c1,i
Cc1cc(C)nc(N/N=C/c2ccsc2)n1,i
CC(C)c1ccc(-c2nc3cc4c(cc3c(=O)o2)OCO4)c(C(C)C)c1,i
NC(=O)COC(=O)/C=C/c1cccs1,i
O=[N+]([O-])c1cc(S(=O)(=O)C(F)(F)F)cc([N+](=O)[O-])c1NC1CCS(=O)(=O)C1 (stereo not drawn),i
CN1/C(=C/C=C(c2nc3ccccc3s2)c2nc3ccccc3s2)C=Cc2ccccc21,i
CC1C/C(=N\NC(=O)c2cccs2)CC(C)(C)C1 (stereo not drawn),i
CCN=c1scc(-c2ccc(C)c(C)c2)n1/N=C/c1cccnc1,i
O=C1CNC(=S)N1C1CCCCC1,i

# 14 entries picked at random from those above, as already listed:
SMILES,PL biosyn Enam
O=S(=O)([N-]c1nc2ccccc2nc1-[n+]1ccc(Cc2ccccc2)cc1)c1ccc(Cl)cc1,i
CC(C)Sc1n[nH]c(=S)s1,i
O=C1c2ccccc2C(=O)c2oc(-c3cc([N+](=O)[O-])cc([N+](=O)[O-])c3)nc21,i
C[n+]1ccccc1,i
O=C(CC12CC3CC(CC(Br)(C3)C1)C2)NC1CCCC1,i
O=C(NC(Nc1ccc(Cl)cn1)C(Cl)(Cl)Cl)OCC1CCCO1 (stereo not drawn),i
CC(C)c1ccc(-c2nc3cc4c(cc3c(=O)o2)OCO4)c(C(C)C)c1,i
O=C(OC1CCCCC1=O)c1ccc(Br)o1 (stereo not drawn),i
Cn1nc(C(=O)NNC(=O)C2COc3ccccc3O2)c2ccccc2c1=O (stereo not drawn),i
CCOC(=O)c1c(C)[nH]c(N=Nc2ccc3c(c2)OCO3)c1C,+
O=C1OC(c2ccc(C(F)(F)F)cc2)=N/C1=C\c1ccc(N2CCCC2)c([N+](=O)[O-])c1,i
Cn1nnnc1SCc1cn2cccnc2n1,i
S=c1cc[nH]c(=S)n1-c1nc(-c2ccccc2)sc1-c1ccccc1,i
O=C1N(c2ccc(Cl)cc2)C2CS(=O)(=O)CC2N1c1ccc([N+](=O)[O-])cc1 (stereo not drawn),i

# Later entries
SMILES,PL biosyn Enam
CC1(C)C2CCC1(CS(=O)(=O)NCc1ccco1)C(=O)C2 (stereo not drawn),i
O=S(=O)(O)c1ccc2c(c1)Cc1cc(S(=O)(=O)O)ccc1-2,i
CCNC(=O)NC(=O)Cn1cnc2c1c(=O)n(C)c(=O)n2C,i
CC1CN(CC(=O)NCCNC(=O)CN2CC(C)OC(C)C2)CC(C)O1 (stereo not drawn),i
c1ccc(-n2nc(SCc3nc4ccccc4o3)nc2C2CC2)cc1,i
O=C(CSc1nnc(SCC(=O)c2ccc[nH]2)s1)c1ccc[nH]1,i
C1=CC2C1C1CCC2C(Oc2ccccc2)C1 (stereo not drawn),i
Fc1ccc(/C=C2\CCCC3=C2Nc2ncnn2C3c2ccc(F)cc2)cc1 (stereo not drawn),i
Clc1ccc(OCc2nc3ccccc3o2)c(Cl)c1,i
O=c1c(/C=N/Nc2ccccc2)c(Sc2nnnn2-c2ccccc2)nc2ccccn12,i
Nc1c(S(=O)(=O)c2ccccc2)c2nc3ccccc3nc2n1-c1ccc2c(c1)OCO2,i
O=C(Cn1cc(C(F)(F)F)cc(Cl)c1=O)c1ccc2[nH]c(=O)[nH]c2c1,i
CN(C)C=Nc1nc2ccccc2nc1N1CCOCC1,i
Cc1nnc(SCC(=O)c2cc(C)n(Cc3ccco3)c2C)s1,i
O=C(CNCCN1CCCC1)NC(=O)NC1CCS(=O)(=O)C1 (stereo not drawn),i
O=C(N/N=C1/C(=O)c2cccc3cccc1c23)c1cc(-c2ccncc2)nc2ccccc12,i
O=C(/C(Cl)=C/N(C1CCCCC1)C1CCCCC1)C(F)(F)F,i
OC1CCC(NC(=S)Nc2ccc(SC(F)F)cc2)CC1 (stereo not drawn),i
Brc1cccc(/C=C/c2ccc3ccccc3n2)c1,i
CNC(=S)N/N=C(\C)c1ccc(C)o1,i
Cc1nc(Cc2nnc(SCc3cc(=O)n4c(C)csc4n3)o2)cs1,i
CCOC(=O)c1c(C)[nH]c(C(=O)OC2CCCCC2=O)c1C (stereo not drawn),i
Cc1occc1C(=O)NNC1=NCCC1,i
S=C(NCCN1CCOCC1)NNc1nncc2ccccc12,i
C=CCNC(=O)CC12CC3CC(CC(Br)(C3)C1)C2,i
O=C1NC2(C(=O)O)CCC(=O)N2c2ccccc21 (stereo not drawn),i
Cc1cc(C(=O)Cn2ncc(Cl)c(Cl)c2=O)c(C)n1CCc1cccs1,i
O=c1[nH]cnc2sc3c(c12)CCSC3,i
S=c1nc(NC2CC2)c2ccccc2[nH]1,i
Cn1/c(=N/NC(=O)CN2CCSC2=O)sc2ccccc21,i
Clc1ccc(C2Nc3ccccc3-c3nc4ccccc4n32)c(Cl)c1 (stereo not drawn),i
Nc1cc(Cl)ccc1Sc1ccc(F)cc1,i
O=S1(=O)CC/C(=N/Nc2nc3ccccc3s2)c2cc(F)ccc21,+
Clc1ccc(SCc2nc(Nc3ccc(Cl)cc3Cl)c3c4c(sc3n2)CCC4)cc1,i
O=C(CCNC(=O)c1ccco1)OCc1cc(=O)n2cc(Br)ccc2n1,i
Oc1[nH]c2ccc(F)cc2c1N=Nc1ncc(Cl)cc1Cl,i
Brc1ccc2nc(CSc3nc4ccccc4s3)cn2c1,i
c1ccc(C2=NN(c3ccccc3)CC2)cc1,i
Cc1cc(C)c(C2C3=C(Nc4c2c(C)nn4-c2ccccn2)c2ccccc2C3=O)c(C)c1 (stereo not drawn),i
Fc1c(F)c(F)c(Cn2nnc(-c3ccccc3)n2)c(F)c1F,i
CCOC(=O)c1c(C)oc2nc(Cn3cc(C(F)(F)F)cc(Cl)c3=O)nc(N)c12,i
O=C(Nc1ccc(I)cc1)Nc1ccc(I)cc1,i
Clc1ccc(C2=Nn3c(nnc3-c3ccccc3Br)SC2)s1,i
C=CCNc1nnc(SCc2nc(-c3cccs3)no2)s1,i
Cn1c(SCN2C(=O)c3ccccc3C2=O)nc2ccccc2c1=O,i
CN(Cc1nc2ccccc2c(=O)[nH]1)CC1COc2ccccc2O1 (stereo not drawn),i
O=C(O)CC(C(=O)O)N1C(=O)CSC1=S (stereo not drawn),i
Cc1nn(-c2ccccc2)c2c1C(c1ccccn1)N1C(=N2)C(N2CCN(c3ccc(F)cc3)CC2)=Nc2ccccc21 (stereo not drawn),i
S=c1oc(-c2ccco2)nn1CN1CCCCC1,i
CC(C)CC1NC(=O)N(Cc2cc(=O)n3ccsc3n2)C1=O (stereo not drawn),i
C/C(=N\Nc1nc(C)cc(C)n1)c1ccc(C)o1,i
COCN1C(=O)c2cc(Cl)c(Cl)cc2C1=O,i
CCC(C)CCCCNC1=NCCS1 (stereo not drawn),i
COc1cc(-c2nnc(SCc3cn4cc(Cl)ccc4n3)o2)cc(OC)c1OC,i
O=S(=O)(c1ccc2c(c1)OCCO2)N1CCN(c2ccc(F)cc2)CC1,i
O=S(=O)(NCc1nnc2ccccn12)c1ccc(F)cc1,i
